STEP block: STEP (human) phosphatase inhibition | recombinant STEP, OMFP fluorogenic substrate, fluorescence | inhibition, % at 20 µM | 360,000 compounds, 0.25% hits | AID 588621;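 active = inhibition at 20 µM, scaled per plate between control wells, above about 37%, limit read from the data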;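 note: 0% = DMSO with enzyme and substrate and 100% = substrate only without enzyme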
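Measure: Control-normalized % inhibition with plate pattern correction | Test system: STEP phosphatase, cell-free reaction | Medium: pH 6.0 Bis-Tris with DTT and Tween 20 | Technique: Fluorescence, 480/540 nm | Times: Reaction 20 min, ambient temperature | Doses: Single compound dose of 20 µM, 1% DMSO final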
CSN inh: CSN deneddylation inhibition; Q92905; Purified CSN, SCF-Nedd8-OG deneddylation, fluorescence polarization; inhibition, % at 12.5 µM; 360,000 compounds, 0.38% hits;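 active = pattern-corrected inhibition above about 35%, with an unprinted fluorescence ratio check between 0.5 and 1.5, limit read from the data, passing the limit was not always enough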;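 note: 0% = enzyme with substrate and 100% = substrate without enzyme; some results filed as inactive read as strong as hits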
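Schedule: reaction 90 min, room temperature / Assay system: HEK293T-derived human Csn5 enzyme / Input: Csn5 at 0.24 nM final / Measure: inhibition of Csn5 cleavage, % / Control set: substrate-only high control, full reaction low control / Technique: fluorescence polarization of the substrate / Buffer or medium: Tris/NaCl/DTT buffer, pH 7.5 / Reagent: SCFSkp2-Nedd8OG substrate at 10 nM final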
DNMT1 block: DNMT1 (human) enzyme inhibition | 360,000 compounds, 0.83% hits | inhibition (reported as % activation of signal), % at 10 µM | AID 588458 | DNMT1 molecular beacon, Hinp1I cleavage, fluorescence | P26358; in the data active = inhibition above about 50%
Target sequence (P26358 504-1616 limits assumed): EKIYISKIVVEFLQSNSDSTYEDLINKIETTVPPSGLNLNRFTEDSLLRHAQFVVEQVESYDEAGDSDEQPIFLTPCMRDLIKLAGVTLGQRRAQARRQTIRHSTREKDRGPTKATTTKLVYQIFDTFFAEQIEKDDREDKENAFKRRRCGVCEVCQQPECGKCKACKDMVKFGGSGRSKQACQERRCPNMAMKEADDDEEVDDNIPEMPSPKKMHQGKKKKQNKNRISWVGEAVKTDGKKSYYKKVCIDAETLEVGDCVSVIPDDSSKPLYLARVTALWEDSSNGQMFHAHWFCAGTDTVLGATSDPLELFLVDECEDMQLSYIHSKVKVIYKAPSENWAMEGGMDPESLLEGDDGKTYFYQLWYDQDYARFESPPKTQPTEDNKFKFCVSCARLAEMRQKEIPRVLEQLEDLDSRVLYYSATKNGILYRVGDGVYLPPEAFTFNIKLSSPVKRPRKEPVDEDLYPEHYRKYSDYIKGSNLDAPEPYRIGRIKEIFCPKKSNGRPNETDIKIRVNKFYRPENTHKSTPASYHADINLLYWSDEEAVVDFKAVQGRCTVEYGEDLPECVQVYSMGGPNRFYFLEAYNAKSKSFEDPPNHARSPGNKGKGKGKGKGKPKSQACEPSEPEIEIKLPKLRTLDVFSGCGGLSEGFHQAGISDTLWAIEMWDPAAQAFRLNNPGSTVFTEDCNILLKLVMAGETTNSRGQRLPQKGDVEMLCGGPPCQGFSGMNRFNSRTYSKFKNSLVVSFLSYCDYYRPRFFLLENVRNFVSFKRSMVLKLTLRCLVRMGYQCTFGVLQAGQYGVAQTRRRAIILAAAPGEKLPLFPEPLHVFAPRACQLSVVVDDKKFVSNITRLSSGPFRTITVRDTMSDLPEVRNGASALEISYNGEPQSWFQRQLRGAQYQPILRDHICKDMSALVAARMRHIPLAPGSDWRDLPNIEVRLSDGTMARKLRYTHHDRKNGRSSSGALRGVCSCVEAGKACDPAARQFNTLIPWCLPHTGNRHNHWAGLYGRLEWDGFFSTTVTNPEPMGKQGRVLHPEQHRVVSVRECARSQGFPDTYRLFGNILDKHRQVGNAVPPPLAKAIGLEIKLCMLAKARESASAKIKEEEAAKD
Tb MetRS inh: blocks T. brucei methionyl-tRNA synthetase activity. 360,000 compounds, 0.4% hits. purified T. brucei MetRS, ATP depletion, Kinase-Glo luminescence. inhibition, % at 11.9 µM;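 active = inhibition above a per-plate cutoff of the control wells' mean inhibition plus 3 SD, cut at about 5.5% in these data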;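 note: 0% = DMSO wells median and 100% = median of wells with control inhibitor compound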
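Material: parasite MetRS enzyme / Replication: singlicate, one well per compound / Signal: luminescence of leftover ATP / Schedule: 2 h aminoacylation at 25 °C after 15 min preincubation / Medium: HEPES-MgCl2-KCl buffer plus DTT, spermine, BSA, pyrophosphatase / Doses: 11.9 µM single point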
MLLE-PAM2 inh: inhibitors of microRNA-mediated deadenylation, human PABP1 MLLE binding; P11940; GST-MLLE / FITC-PAM2 fluorescence polarization; inhibition, % at 20 µM; 360,000 compounds, 0.36% hits; AID 588489; in the data active = inhibition above about 35%, passing the limit was not always enough;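 note: plate controls were DMSO wells with GST-MLLE for no effect and wells lacking GST-MLLE protein for full effect; some results filed as inactive read as strong as hits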
SUMO1-SIM PPI: SUMO1-SIM interaction modulation; P63165; SUMO1 binding to a labelled peptide, TR-FRET, 1 h; inhibition, % at 20 µM; 360,000 compounds, 0.33% hits; in the data active = inhibition above about 37%
Scp1 inh: inhibitors of human Scp-1 phosphatase | Recombinant Scp1, phosphopeptide, malachite green phosphate absorbance | 340,000 compounds, 0.88% hits | Q9GZU7 | inhibition, % at 20 µM;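 active = inhibition above about 50% at 20 µM, limit read from the data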;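 note: plate controls were DMSO wells with enzyme for no effect and wells lacking enzyme for full effect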
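Material: truncated SCP-1 phosphatase (76-261aa) / Buffer or medium: 50 mM Tris acetate pH 5.5, 0.005% Tween-20, 10 mM MgCl2 / Compound dosing: one concentration, 20 µM, with 1.0% DMSO / Incubation: 45 min room-temperature reaction, 5 min colour, 30 min stabiliser / Detection: colorimetric free-phosphate detection, absorbance 630 nm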
Rpn11 block: inhibitors of human proteasome Rpn11; 360,000 compounds, 0.59% hits; human 26S proteasome, Ub4-pepOG fluorescence polarization; 20S core pre-blocked with epoxomicin; calls only at 20 µM;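 active = inhibition at 20 µM, scaled to each plate's controls, above about 33%, limit read from the data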
NadD block: inhibitors of Staphylococcus aureus NadD; purified NadD enzyme, colorimetric absorbance read-out; inhibition, % at 20 µM; 360,000 compounds, 0.78% hits; AID 602399; in the data active = inhibition above about 26%; note: some compounds past the cut are filed as inactive
LMPTP inh: blocks human LMPTP phosphatase; recombinant LMPTP-A, OMFP fluorogenic substrate, fluorescence intensity; inhibition, % at 20 µM; 360,000 compounds, 0.22% hits;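 active = compounds that cut the enzyme signal by at least half of the control window in the single-dose screen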;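 note: plate controls were DMSO wells with enzyme plus substrate for no effect and substrate without enzyme for full effect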
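Buffer or medium: Bis-Tris pH 6.0, DTT, detergent; Assay system: LMPTP-A enzyme; Quantity: 0.625 nM enzyme; Detection: endpoint fluorescence intensity; Times: 50 min dark incubation at room temperature; Controls: substrate-only low control, DMSO enzyme-plus-substrate high control; Doses: single 20 µM dose; Read-out: percent inhibition versus substrate-only and uninhibited controls; Reagent: 400 µM OMFP.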
* marks the source's active call; other numbers are inactive results; i = inactive; . = not tested or not shown.

SMILES	STEP block	CSN inh	DNMT1 block	Tb MetRS inh	MLLE-PAM2 inh	SUMO1-SIM PPI	Scp1 inh	Rpn11 block	NadD block	LMPTP inh
CCOC(=O)c1cc(NC(=O)SCC(=O)O)c(C)nc1C	2	-1	0	0.0	19	5	-4	i	-3	1.1
Cc1ccc(NC(=S)N2CCN(Cc3ccc4c(c3)OCO4)CC2)c(C)c1	1	0	0	0.3	-84	0	6	i	0	0.8
O=C(CCCNC(=O)c1ccc(Cl)cc1)Nc1nccs1	0	-4	4	0.1	-5	1	-10	i	-4	-0.4
Cn1c(CNC(=O)c2ccc3c(c2)OCO3)nnc1SCC(=O)Nc1ccc(F)cc1F	-2	-3	5	-0.6	10	2	-3	i	-3	-0.5
C[C@@H](C(=O)N1CCN(Cc2ccc3c(c2)OCO3)CC1)n1nnc2ccccc2c1=O	0	2	1	0.1	4	3	1	i	-5	0.5
CC[C@H](C)[C@H](NC(=O)c1ccc(Cl)cc1)C(=O)OCC(=O)c1ccc2c(c1)NC(=O)CO2	1	-1	-3	-0.3	-13	5	-6	i	-4	3.7
Cc1ccc(N(CC(=O)NC2CC3CCC2C3)S(C)(=O)=O)cc1C (stereo not drawn)	0	-3	5	-2.0	-5	-3	2	i	-3	-1.6
COc1ccc(S(=O)(=O)Nc2ccc(F)cc2)c(C)c1C	-2	-2	6	0.1	8	4	-6	i	2	0.7
CCOC(=O)c1ccc(NC(=O)c2sc3nc4n(c(=O)c3c2C)CCC4)cc1	0	1	-1	-0.3	1	3	5	i	-5	-0.9
O=C(CN1CCCCC1)Nc1cccc(-n2cnnn2)c1	-1	7	0	0.5	1	-2	-5	i	-7	-0.2
COc1cccc(-c2cc3nc(-c4ccccc4)cc(N4CCC5(CC4)OCCO5)n3n2)c1	-1	-1	-17	0.0	6	-6	14	i	18	6.4
CC(O)(CS(=O)(=O)Cc1ccccc1)C(=O)Nc1ccc(C(F)(F)F)cc1 (stereo not drawn)	0	-4	-4	-0.7	-6	5	-9	i	-2	-0.6
COCCOC(=O)C1=C(C)NC2=C(C(=O)CCC2)C1c1ccc(N(C)C)cc1 (stereo not drawn)	2	-2	-1	0.2	2	-2	-3	i	-3	0.1
OCC#Cc1cnc2ccccc2c1	4	-5	0	0.0	2	-6	-6	i	8	-0.2
Fc1ccccc1COc1cccc(/C=N/n2cnnc2)c1	-1	6	-1	0.2	2	-5	-12	i	-5	-0.5
CC(=O)N/N=C(\C)CC(=O)Nc1ccc2c(c1)OCCO2	-4	7	-3	-0.2	14	-2	-4	i	5	-2.0
COc1ccc(CNCC(=O)Nc2cccc(S(N)(=O)=O)c2)cc1	1	-8	0	-0.1	4	0	-3	i	-6	-1.7
Cc1cccc(Cc2nnc(CCC(=O)NCc3ccncc3C)o2)c1	1	-19	0	-0.3	-7	1	1	i	11	-2.2
CSc1nncc(=O)[nH]1	-3	2	2	-1.1	-10	-1	2	i	-6	-2.8
CC(=O)N(c1cccc(Br)c1)C1C=CS(=O)(=O)C1 (stereo not drawn)	1	2	2	0.0	6	-3	-3	i	4	-1.0

5 compounds picked at random from the list so far, as already listed:
SMILES	STEP block	CSN inh	DNMT1 block	Tb MetRS inh	MLLE-PAM2 inh	SUMO1-SIM PPI	Scp1 inh	Rpn11 block	NadD block	LMPTP inh
Cc1ccc(NC(=S)N2CCN(Cc3ccc4c(c3)OCO4)CC2)c(C)c1	1	0	0	0.3	-84	0	6	i	0	0.8
COc1ccc(CNCC(=O)Nc2cccc(S(N)(=O)=O)c2)cc1	1	-8	0	-0.1	4	0	-3	i	-6	-1.7
Cn1c(CNC(=O)c2ccc3c(c2)OCO3)nnc1SCC(=O)Nc1ccc(F)cc1F	-2	-3	5	-0.6	10	2	-3	i	-3	-0.5
CC(=O)N/N=C(\C)CC(=O)Nc1ccc2c(c1)OCCO2	-4	7	-3	-0.2	14	-2	-4	i	5	-2.0
O=C(CN1CCCCC1)Nc1cccc(-n2cnnn2)c1	-1	7	0	0.5	1	-2	-5	i	-7	-0.2

Next records follow.
SMILES	STEP block	CSN inh	DNMT1 block	Tb MetRS inh	MLLE-PAM2 inh	SUMO1-SIM PPI	Scp1 inh	Rpn11 block	NadD block	LMPTP inh
COc1ccccc1NC(=O)Cn1nnc(C(=O)NCCc2ccccc2)c1N	-2	7	2	-1.7	7	1	-5	i	-5	-1.5
C=CCn1c(C)cc(C(=O)COc2nncc3ccccc23)c1C	-1	1	-11	-0.8	-20	0	-3	i	7	1.5
Cc1cc(Oc2ccc([N+](=O)[O-])cc2)nc(N2CCOCC2)n1	1	5	-4	-0.6	12	-12	-11	i	-3	0.0
CC(C)(C)N1C(=O)c2ccccc2NC(=O)N1Cc1ccc(Br)cc1	-8	6	-3	-0.9	-3	5	-1	i	-12	-1.2
COc1ccc(-c2[nH]c(-c3ccc(Cl)cc3)nc2SCC(=O)Nc2nccs2)cc1	-2	5	6	0.1	-6	-1	-11	i	5	3.1
Cc1cccc(-n2ncc(Cl)c(Cl)c2=O)c1	-1	-3	12	-0.7	-19	-16	-1	i	-1	-1.7
COCCn1c(SCc2cc(=O)n3ccsc3n2)nnc1-c1ccncc1	-2	0	2	0.4	-6	2	-7	i	-7	-1.6
CNC(=S)N/N=C/c1ccc(OCc2ccccc2)c(Br)c1	0	3	3	-0.1	7	2	-7	i	1	-0.3
CCC(C)Nc1nc(C)nc2c1oc1ccccc12 (stereo not drawn)	2	1	0	-0.2	13	5	-11	i	-3	0.0
CN(C)S(=O)(=O)c1cccc(NC(=O)COc2ccc(C(=O)c3ccccc3)cc2)c1	2	4	-4	0.0	-2	2	-9	i	-8	1.3
Cc1c(C)n2c(SCC(=O)NCc3ccc4c(c3)OCO4)nnc2[nH]c1=O	-3	52*	3	-1.0	14	7	1	i	-3	0.8
CCCc1cc(-c2n[nH]c(=S)n2C(C)c2ccccc2)cs1 (stereo not drawn)	6	3	3	-0.5	-10	0	2	i	10	4.2
Cc1cc(C(=O)NCc2cc(C(=O)O)co2)co1	3	9	19	1.9	8	4	24	i	1	0.6
CN(CCc1cn[nH]c1)C(=O)C1CCC(=O)N(CC2CCCCC2)C1 (stereo not drawn)	-2	5	2	-0.1	6	1	-3	i	0	-0.4
Cc1cccc(Nc2nc(N)c([N+](=O)[O-])c(NCc3ccco3)n2)c1	2	-2	-1	-0.4	6	-7	0	i	-6	2.9
C[C@H]1CN([C@@H](C)CO)C(=O)CCCn2nncc2CO[C@@H]1CN(C)Cc1ccc2c(c1)OCO2	0	-2	1	0.2	16	1	.	i	1	-6.6
CCOc1ccccc1-n1c(SCC(N)=O)nnc1-c1ccc(O)cc1	1	-5	-1	-0.7	-1	16	0	i	-5	-0.8
N#C/C(=N\Nc1ccccc1F)c1nc(-c2ccccc2)cs1	-3	5	2	-0.6	-9	-1	-19	i	7	1.2
CS(=O)(=O)N(CC(=O)Nc1ccc(F)c(F)c1)c1cccc([N+](=O)[O-])c1	-4	-10	-3	2.8	11	-17	-11	i	-1	0.0
CCN(CCn1cccn1)C(=O)CCc1nnc(-c2ccccc2)o1	-2	-1	0	-0.3	7	-1	-2	i	-1	0.3
CC(=O)c1cccc(OCC(=O)Nc2cccc(C(=O)Nc3c(C)n(C)n(-c4ccccc4)c3=O)c2)c1	-3	-4	0	0.0	-53	2	5	i	7	-0.2
Cc1ccccc1NC(=O)C1CCCN(S(=O)(=O)c2ccc(-n3cnnn3)cc2)C1 (stereo not drawn)	-2	1	1	-0.6	8	-1	-4	i	-1	-0.8
CN(C(=O)CSc1nc2c(c(=O)[nH]1)CCCC2)C1CCCCC1	1	2	0	-0.3	-2	0	-6	i	1	-0.3
Cc1cc(C)c(C#N)c(Sc2ccccc2N)n1	0	9	-3	-0.5	10	4	-4	i	0	0.6
CCCN(C(=O)c1cc(S(=O)(=O)N2CCN(CC)CC2)ccc1Cl)C1CCS(=O)(=O)C1 (stereo not drawn)	-1	-3	0	-0.5	-114	6	2	i	8	-1.0
CCOC(=O)C(C)n1cnc2c(nnn2-c2ccccc2)c1=O (stereo not drawn)	-2	-2	3	0.3	-19	-6	-14	i	-2	-1.0
CN(Cc1ccccc1F)c1nc(-c2cccs2)nc2ccccc12	0	0	-10	-0.2	0	-1	3	i	4	7.1
CC(C)=Nc1ccccc1C1COC(=O)C1=N (stereo not drawn)	0	4	1	-0.1	-16	-8	-6	i	-5	-0.8
COc1ccc(CCn2c(=O)[nH]c3cc(C(=O)NCCCN4CCOCC4)ccc3c2=O)cc1OC	15	-1	0	0.1	-6	-4	-11	i	-9	-3.8
C/C(=N\NC(=O)CNc1cccc(C(F)(F)F)c1)c1cccs1	-3	-11	2	1.9	9	-4	-3	i	-5	0.6
NC(=O)c1ccc(-n2nnnc2Oc2ccc(Br)cc2)cc1	-1	-8	-1	0.2	10	1	1	i	-2	-0.2
C/C(=N\NC(=O)c1c(Br)cnn1C)c1ccc(NC(=O)c2ccc(F)cc2)cc1	0	1	16	-0.1	-2	0	-1	i	9	-0.4
O=C1C(Cl)=C(NCCN2CCCCC2)C(=O)c2ccccc21	0	-2	-8	-0.8	13	-18	-4	i	2	0.1
Cc1cccc(NC(=O)c2ccc(Cl)c(NC(=O)c3ccncc3)c2)c1C	-1	-3	1	-0.3	13	10	-4	i	1	1.0
O=C(Nc1ccc2c(c1)OCO2)Nc1ccc(Cl)cc1Cl	5	2	-5	-0.6	-6	-1	-9	i	10	-0.6
O=C(N=C1SCC(=O)N1c1ccccc1Cl)c1ccco1	0	0	0	0.0	10	4	-9	i	5	1.3
CCCCc1ccc(Nc2nc(N3CCOCC3)nc(N3CCOCC3)n2)cc1	0	-3	0	-0.3	-5	5	-2	i	1	2.6
COc1ccc(S(=O)(=O)N2CCN(Cc3ccco3)CC2)cc1	2	3	1	0.0	6	4	-12	i	-4	-2.2
CCCCNC(=O)c1ccc2nc(CC)c(N(C)Cc3cccs3)n2c1	-1	1	-6	-0.1	7	3	.	i	0	0.5
COc1ccccc1N1CCN(C2CCCN(Cc3cc(F)cc(F)c3)C2)CC1 (stereo not drawn)	0	2	1	-0.6	11	-3	-5	i	6	-0.8
Cc1nc2nc(NCc3cccs3)nn2c(C)c1Cl	3	2	-2	0.5	5	1	-1	i	-1	0.4

Source: PubChem

This is a random part of the collection. About 3.6% of those tested had a hit in this group.
